Screening results as filed in PubChem.
PNC assembly inh = inhibitors of perinucleolar compartment assembly; hit rate 3.1% among 140,000; activity change (PNC), negative = inhibition, % at 10 µM; PC3M PTB-GFP, PNC prevalence imaging, 16 h; active compounds read low;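 active = readout at or below -70, meaning at least 70% loss of cells showing the perinucleolar compartment, a nuclear body marking cancer cells; inconclusive = readout between -30 and a set limit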;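 also: plate controls were DMSO wells for no effect and camptothecin positive control wells for full effect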
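Compounds are pinned in duplicate onto adhered PC3M cells stably expressing GFP-tagged PTB and incubated 16 h at 37 C. Cells are then fixed, nuclei stained with Hoechst, and PNC-positive cells counted.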
15-hLO-2 inh = 15-hLO-2 (ALOX15B) enzyme inhibition. O15296. purified 15hLO-2, xylenol orange hydroperoxide absorbance. Potency, µM (top dose mostly 57.1 µM), without a hit: at the top dose activity change, negative = inhibition, most hits filed as inhibitors. hit rate 0.56% among 110,000; also: potency is read from the fitted curve at half-maximal effect; nearly all actives have a fitted effect of over 60% in size; many of its hits are not listed in these tables
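Purified human 15hLO-2 (50 nM final) preincubated with compounds 15 min at room temperature in 25 mM Hepes pH 7.5, 0.01% Triton X-100, then 45 uM arachidonic acid added for 90 min; hydroperoxide detected via ferrous/xylenol orange, 573/405 nm absorbance ratio.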
IMPase inh = cell-permeable inhibitors of inositol monophosphatase (IMPase) | CHO-M1 cells, IP1 accumulation, HTRF TR-FRET ratio | inhibition (IP1 accumulation), % at 46.1 µM | 120,000 tested, under 10 active | AID 901; active = well fitted curve in the direction sought with a large enough effect in the signal ratio, not every such curve was filed as active; inconclusive = small, poorly fitted or top-dose-only effect, or a change in a side signal; inactive = no such curve, though single readings can be large or run the other way; the % refers to the signal ratio;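 also: cells stimulated with carbachol in lithium chloride buffer; plate controls were DMSO basal wells for no effect and reference inhibitor wells for full effect; higher means more IMPase inhibition seen as more IP1 and lower FRET ratio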
Target sequence (P97697 whole entry, looked up): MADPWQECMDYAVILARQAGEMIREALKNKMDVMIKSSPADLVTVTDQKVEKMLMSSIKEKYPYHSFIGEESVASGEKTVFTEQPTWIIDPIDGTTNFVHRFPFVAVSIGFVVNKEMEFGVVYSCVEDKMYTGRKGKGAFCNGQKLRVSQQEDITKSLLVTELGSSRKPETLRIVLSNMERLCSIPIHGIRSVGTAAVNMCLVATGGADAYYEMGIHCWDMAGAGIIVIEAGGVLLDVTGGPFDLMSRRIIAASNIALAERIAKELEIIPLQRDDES
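CHO-M1 cells (CHO stably expressing M1 receptor), compound up to 46 uM final, stimulated with carbachol (50 uM as added) in buffer with 50mM LiCl, pH 7.4, 30 min at 37C. Cytosolic IP1 read by TR-FRET; AC50 from Hill fits.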
12-hLO inh = blocks human 12-lipoxygenase activity; AID 1452; Potency, µM (top dose mostly 57.1 µM), for the others: at the highest dose activity change, negative = inhibition, hits mostly inhibitors; purified 12-hLO, xylenol orange hydroperoxide absorbance; hit rate 0.12% among 150,000; P18054; also: potency is read from the fitted curve at half-maximal effect; nearly all actives have a fitted effect of over 55% in size; many of its hits are not listed in these tables
Target sequence (P18054 whole entry, looked up): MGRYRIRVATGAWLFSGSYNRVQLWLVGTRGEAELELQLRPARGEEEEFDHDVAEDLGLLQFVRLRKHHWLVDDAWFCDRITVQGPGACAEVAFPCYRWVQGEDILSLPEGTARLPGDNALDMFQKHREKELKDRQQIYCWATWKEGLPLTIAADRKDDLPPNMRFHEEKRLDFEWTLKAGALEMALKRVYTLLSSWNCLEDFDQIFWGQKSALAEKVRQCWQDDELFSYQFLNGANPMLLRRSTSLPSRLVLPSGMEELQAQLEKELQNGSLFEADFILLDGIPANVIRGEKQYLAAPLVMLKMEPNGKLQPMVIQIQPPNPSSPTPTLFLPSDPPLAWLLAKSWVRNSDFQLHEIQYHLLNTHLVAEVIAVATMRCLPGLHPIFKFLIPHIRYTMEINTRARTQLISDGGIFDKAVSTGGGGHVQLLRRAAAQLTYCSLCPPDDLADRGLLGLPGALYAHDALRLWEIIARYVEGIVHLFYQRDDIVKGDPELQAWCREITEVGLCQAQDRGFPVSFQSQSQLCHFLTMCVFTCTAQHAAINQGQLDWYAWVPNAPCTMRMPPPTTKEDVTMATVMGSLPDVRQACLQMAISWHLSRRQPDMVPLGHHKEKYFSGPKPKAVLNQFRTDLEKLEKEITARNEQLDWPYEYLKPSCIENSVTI
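Purified human 12hLO (150 nM final) was preincubated with compounds for 15 min at room temperature in 25 mM Hepes pH 7.0, 0.01% Triton X-100, then reacted with 40 uM arachidonic acid for 30 min. Hydroperoxide was detected with ferrous iron/xylenol orange.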
Active calls of the source: *; ? = inconclusive; · = not tested or not shown; & = joins results of further samples; ! = not confirmed by another sample; [ ] = another dose, or the depositor's remark. Unless noted, calls follow the shape of the dose curve; as a rule, active = well fitted curve in the direction sought with a large enough effect; inconclusive = small, poorly fitted or top-dose-only effect, or another doubt; inactive = no such curve, though single readings can be large; an effect the other way counts as inactive or inconclusive. Unless noted, % is scaled to controls: 0 for no effect and ±100 for the full control effect.

Screens by letter: A = PNC assembly inh; B = 15-hLO-2 inh; C = IMPase inh; D = 12-hLO inh
[1] O=c1ccc(=O)[nH][nH]1
  A: ·; B: -2.2%; C: ·; D: -2.6%
[2] CC1=NN(c2ccccc2)C(=O)C1/C=C1\C(=O)NC(=O)N(c2cc(C)cc(C)c2)C1=O (centres undefined)
  A: -15.2; B: ·; C: ?; D: 1.2%
[3] CC(C)n1cnc2c(C(=O)N[C@H]3CN4CCC3CC4)cc(Cl)cc21
  A: ·; B: 27.9%; C: 13.2; D: -1.1%
[4] O=c1ccc2cc(OC3OC(CO)C(O)C(O)C3O)c(O)cc2o1 (centres undefined)
  A: ·; B: ?; C: ?; D: -1.6%
[5] CCCCC/C=C\C/C=C\C/C=C\C/C=C\CCCC(=O)NCC(=O)O
  A: ·; B: 10µM*!; C: 1.8; D: 3.5%[0.00818 µM]
[6] CC(C)n1c(=O)c(C=Nc2ccc(S(N)(=O)=O)cc2)c(O)n(Cc2ccco2)c1=O
  A: ?; B: ·; C: ·; D: -2.1%
[7] CC[C@@]1(O)C(=O)OCc2c1cc1n(c2=O)-c2cc3ccccc3nc2C1
  A: ·; B: 7.1%[0.0915 µM]; C: ·; D: -1.7%[0.00818 µM]
[8] CN[C@H](Cc1ccccc1)c1cccc(OC)c1O
  A: ·; B: -2.2%[11.4 µM]; C: ·; D: -3.2%[11.4 µM]
[9] CCCCCCCCc1[se]c2ccccc2c1[Se]c1ccccc1
  A: ·; B: -25.6%[0.0915 µM]; C: ·; D: 0.9%[0.00818 µM]
[10] CCN(CC)C(=O)CN1CCN(c2ccccc2F)CC1
  A: -23.8; B: -13.6%; C: ?; D: -10.9%
[11] COc1cccc(-c2nc(CS(=O)CC(=O)N3CCC4(CC3)OCCO4)c(C)o2)c1 (centres undefined)
  A: 20.9; B: 1.5%; C: 2.6; D: 3.9%
[12] OCCBr
  A: ·; B: 4.1%; C: ·; D: -2.8%
[13] COc1ccc(OC)c(CN2CCN(C(=O)COc3cccc(C)c3)CC2)c1
  A: -7.9; B: -3.6%; C: 7.9; D: -4.3%
[14] C[N+]1=C(/C=C/Nc2ccccc2)C(C)(C)c2ccccc21
  A: 17.7; B: ·; C: 9.2; D: -0.9%
[15] CC(C)OC12Oc3ccccc3C=C1N1CCC2CC1 (centres undefined)
  A: -6.2; B: -5.7%; C: -12.7; D: -3.5%
[16] Cc1ccccc1C(O)(Cc1ccccc1)C1CN2CCC1CC2 (centres undefined)
  A: 18.8; B: 17.0%; C: 23.1; D: 7.4%
[17] Clc1ccc(CNC2CN3CCC2CC3)cc1 (centres undefined)
  A: -80.2*; B: ·; C: ·; D: -1.5%
[18] Nc1ccccc1C(=O)OCC(=O)Nc1ccc(Br)cc1F
  A: 9.2; B: 2.2%; C: -5.2; D: -4.0%
[19] N#Cc1ccc(CN2CC[C@@]3(CCCNC3)C2)cc1
  A: ·; B: 28.1%; C: ·; D: 3.0%
[20] CCc1cccc2c(C#N)cn(CC(=O)N3CCOCC3)c12
  A: ?; B: -3.4%; C: -10.9; D: -3.5%
[21] Cc1ccc(N)c(C(=O)c2ccccc2)c1
  A: 10.2; B: -17.4%; C: 6.2; D: 2.0%
[22] CCOC(=O)[C@]1(C#N)[C@@H]2C=CC(C(C)=O)=CN2[C@@H](C(N)=O)[C@@H]1c1ccsc1
  A: 17.9; B: -9.0%; C: 7.0; D: -28.4%
[23] Cc1ccc2c(c1)CC1(CN2C)C(=O)NC(=O)N(C(C)C)C1=O (centres undefined)
  A: 19.9; B: -14.2%; C: 11.2; D: -1.1%
[24] CC1(C)C(C=C(Cl)Cl)C1C(=O)OC(C#N)c1cccc(Oc2ccccc2)c1 (centres undefined)
  A: ·; B: -1.7%[0.0915 µM]; C: ·; D: 0.0%[0.00818 µM]
[25] CC(Cc1ccccc1Sc1ccccc1)N(C)C (centres undefined)
  A: ?; B: ·; C: ·; D: 1.4%

Compound profiles, from the list above. Order of screens: PNC assembly inh	15-hLO-2 inh	IMPase inh	12-hLO inh
`CC(C)OC12Oc3ccccc3C=C1N1CCC2CC1` (centres undefined) is entered as -6.2	-5.7%	-12.7	-3.5%
`COc1ccc(OC)c(CN2CCN(C(=O)COc3cccc(C)c3)CC2)c1` is entered as -7.9	-3.6%	7.9	-4.3%
`Cc1ccc(N)c(C(=O)c2ccccc2)c1` is entered as 10.2	-17.4%	6.2	2.0%
`CN[C@H](Cc1ccccc1)c1cccc(OC)c1O` is entered as ·	-2.2%[11.4 µM]	·	-3.2%[11.4 µM]

Quoted at random: seven compounds from above.
Screens by letter: A = PNC assembly inh; B = 15-hLO-2 inh; C = IMPase inh; D = 12-hLO inh
[1] O=c1ccc(=O)[nH][nH]1
  A: ·; B: -2.2%; C: ·; D: -2.6%
[5] CCCCC/C=C\C/C=C\C/C=C\C/C=C\CCCC(=O)NCC(=O)O
  A: ·; B: 10µM*!; C: 1.8; D: 3.5%[0.00818 µM]
[10] CCN(CC)C(=O)CN1CCN(c2ccccc2F)CC1
  A: -23.8; B: -13.6%; C: ?; D: -10.9%
[17] Clc1ccc(CNC2CN3CCC2CC3)cc1 (centres undefined)
  A: -80.2*; B: ·; C: ·; D: -1.5%
[3] CC(C)n1cnc2c(C(=O)N[C@H]3CN4CCC3CC4)cc(Cl)cc21
  A: ·; B: 27.9%; C: 13.2; D: -1.1%
[6] CC(C)n1c(=O)c(C=Nc2ccc(S(N)(=O)=O)cc2)c(O)n(Cc2ccco2)c1=O
  A: ?; B: ·; C: ·; D: -2.1%
[9] CCCCCCCCc1[se]c2ccccc2c1[Se]c1ccccc1
  A: ·; B: -25.6%[0.0915 µM]; C: ·; D: 0.9%[0.00818 µM]

Additional structures
Screens by letter: A = PNC assembly inh; B = 15-hLO-2 inh; C = IMPase inh; D = 12-hLO inh
[26] Cc1ccc(-c2nc3ccccc3c(=O)n2-c2cccnc2)cc1
  A: -26.0; B: ·; C: ·; D: 2.2%
[27] Cn1c(=O)n(CC(=O)N2CCC3(CC2)OCCO3)c(=O)c2ccccc21
  A: 59.8; B: -3.0%; C: -3.2; D: 0.8%
[28] N[C@@H](Cc1c[nH]c2ccccc12)c1nnc(SCc2c(F)cccc2Cl)o1
  A: 8.2; B: 39.0%[activator]; C: -11.3; D: -10.3%
[29] COc1ccc(C[C@H]2c3cc(OC)c(OC)cc3CCN2C)cc1OC
  A: ·; B: 10.1%[25.6 µM]; C: -3.2[20.6 µM]; D: -1.6%[25.6 µM]
[30] COc1ccccc1N1CCN(Cc2cc(C)c(C)cc2O)CC1
  A: 17.1; B: 22.9%; C: 4.3; D: -2.0%
[31] CC(C)OC(=O)Cc1ccccc1
  A: ·; B: 1.3%; C: ·; D: -4.2%
[32] C[n+]1ccc(-c2ccncc2)cc1
  A: -8.1; B: -10.0%; C: ?; D: -5.2%
[33] O=C1CSC2N1CCNC21CCCCC1 (centres undefined)
  A: 13.7; B: 0.7%; C: -1.1; D: -0.6%
[34] O=C(COc1ccc2ccccc2c1)N1CCN(CC2CC3C=CC2C3)CC1 (centres undefined)
  A: 41.1; B: ·; C: 4.8; D: -6.7%
[35] Cn1cc(C(=O)N2CCC3(CC2)OCCO3)c2c3ccccc3n(C)c2c1=O
  A: 16.9; B: -0.6%; C: -0.7; D: -6.5%
[36] CCCCOc1nc2ccccc2c(=O)n1-c1ccccc1
  A: ?; B: ·; C: ·; D: -2.8%
[37] COc1ccccc1-n1c(O)c(C=NCCCn2ccnc2)c(=O)[nH]c1=O
  A: -8.5; B: 4.3%; C: 5.8; D: -2.3%
[38] COc1cccc(N2C(=O)CC(=O)NC2=O)c1
  A: -17.5; B: -1.0%; C: 1.0; D: -3.7%
[39] COc1cccc(-n2c(O)c(C=NCCN3CCOCC3)c(=O)[nH]c2=O)c1
  A: 56.9; B: -12.5%; C: -5.7; D: 0.5%
[40] CCCCn1c(O)c(C(CC)=NCCc2ccccc2)c(=O)[nH]c1=O
  A: 7.1; B: -17.3%; C: -1.2; D: -18.2%
[41] O=[P+](Cc1ccccc1)Cc1ccccc1
  A: -22.4; B: -0.4%; C: 0.5; D: 1.8%
[42] O=C(C1CCN(S(=O)(=O)N2CCOCC2)CC1)N1CCC2(CC1)OCCO2
  A: ?; B: -0.8%; C: 0.3; D: 5.2%
[43] CN1C(=O)COc2c(C(=O)N[C@@H]3CN4CCC3CC4)cc(Cl)cc21
  A: ·; B: 15.8%; C: 1.2; D: -2.2%
[44] Cc1ccc(-n2c(O)c(C=NC3CCCC3)c(=O)[nH]c2=O)c(C)c1
  A: 38.7; B: 0.8%; C: 2.4; D: -0.8%
[45] CCC1(CCSC(=N)N)C(=O)NC(=O)NC1=O
  A: ·; B: 0.1%[11.4 µM]; C: ·; D: -0.7%[11.4 µM]
[46] CC(C)N(CC#CCC1(O)c2ccccc2-c2ccccc21)C(C)C
  A: 48.8; B: ·; C: 3.4; D: -2.9%
[47] O=C(Nc1ccc(F)cc1F)c1cccnc1Oc1cccc(C(F)(F)F)c1
  A: -6.0; B: 2.6%; C: 4.5; D: 4.5%
[48] NCc1cc(=O)[nH]o1
  A: ·; B: 20.5%&9.7%; C: -4.9&-1.9; D: -3.0%&2.6%
[49] O=[N+]([O-])c1c2ccccc2cc2ccccc12
  A: ·; B: -8.4%; C: ·; D: -1.1%
[50] CN1[C@@H](CC(=O)c2ccccc2)CCC[C@@H]1C[C@@H](O)c1ccccc1
  A: ·; B: 8.5%[25.6 µM]; C: 2.6[20.6 µM]; D: 2.5%[25.6 µM]

Later entries
Screens by letter: A = PNC assembly inh; B = 15-hLO-2 inh; C = IMPase inh; D = 12-hLO inh
[51] CCCCC/C=C\C/C=C\C/C=C\C/C=C\CCCC(=O)N(Cc1ccc(O)c(Cl)c1)Cc1ccc(O)c(Cl)c1
  A: ·; B: ?; C: ·; D: -5.4%[0.00818 µM]
[52] O=Cc1cn(Cc2cccc(F)c2)c2ccccc12
  A: 6.4; B: ·; C: ·; D: -2.4%
[53] Cc1ccc(-c2nc(N(C)C3CCN(C)CC3)c3ccccc3n2)cc1
  A: -0.4; B: 37.7%[activator]; C: 3.3; D: 12.5%
[54] CC(N)[C@H](O)c1ccccc1 (some centres undefined)
  A: ·; B: 2.8%; C: ·; D: 0.7%
[55] C/C=C/C=O
  A: ·; B: 3.0%; C: ·; D: -3.5%
[56] O[N+]1=CC=CCC1=S.On1ccccc1=S.[Zn]
  A: ·; B: ?; C: ·; D: -24.6%

Part of the list above, with tabs.
entry	canonical_smiles	PNC assembly inh	15-hLO-2 inh	IMPase inh	12-hLO inh
53	Cc1ccc(-c2nc(N(C)C3CCN(C)CC3)c3ccccc3n2)cc1	-0.4	37.7%[activator]	3.3	12.5%
54	CC(N)[C@H](O)c1ccccc1 (some centres undefined)	·	2.8%	·	0.7%
55	C/C=C/C=O	·	3.0%	·	-3.5%

This is a subset (hit frequency here may not be typical).
